Source: PubChem BioAssay
Yeast tox = yeast growth toxicity, wild-type and mutant, primary screen, cytotoxicity control for eIF2B function restoration project, wild-type and eIF2Bepsilon R284H mutant, A595 | AID 685, 2007 | growth inhibition, % at 25 µM (by protocol) | S. cerevisiae wild-type growth, A595 turbidity, 16 h | 0.3% of 30,000 active;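 active = mutant and wild-type yeast strains alike exhibit over 30% growth inhibition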;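 note: 0% = untreated cell controls and 100% = YPD media blanks without cells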
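Incubation: 16 h growth with compound, 30 °C; Material: S. cerevisiae wild-type or eIF2Bepsilon-R284H mutant strain; Signal: turbidity measured as absorbance at 595 nm; Medium: YPD yeast growth medium; Measure: growth inhibition (%) versus cell controls and blanks; Doses: 25 µM single dose.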
Yeast eIF2B = GCN4-lacZ reporter reduction in eIF2B-epsilon mutant yeast, primary screen, S. cerevisiae, eIF2B-epsilon R284H, Beta-Glo luminescence. inhibition, % at 25 µM (by protocol). 0.91% of 27,000 active. AID 688, 2007;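 active = mutant luminescence inhibited past about 50% while wild type luminescence and mutant growth stay under set limits, limit read from the data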; note: some compounds called inactive have numbers as strong as hits
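Times: 16 h growth with compound at 30 °C, 90 min Beta-Glo step; Assay system: yeast eIF2B-epsilon R284H mutant carrying GCN4–beta-galactosidase fusion; Measure: % inhibition of reporter signal and growth versus controls; Dosing: one concentration, 25 µM, 0.25% DMSO; Buffer or medium: YPD yeast growth medium; Measured by: Beta-Glo luminescence plus absorbance at 595 nm.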
Yeast tox inhibition % = also measured in Yeast tox; calls as there; growth inhibition, %; S. cerevisiae eIF2Bepsilon-R284H mutant growth, A595 turbidity, 16 h;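 each compound tested once at 25 µM; 0% equals untreated cells and 100% equals cell-free medium blanks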
Yeast eIF2B mutant toxicity = also measured in Yeast eIF2B; calls as there; growth inhibition, %; measured here: mutant yeast growth, toxicity;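 each compound tested once at 25 µM; zero equals untreated control growth and 100 equals blank medium absorbance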
* = called active by the depositor; / = no result given. Only part of the results is shown; count on the stated rates, not on these rows.

Value order: Yeast eIF2B mutant toxicity	Yeast tox inhibition %	Yeast tox	Yeast eIF2B
> COC(=O)c1ccc(N2C(=O)CC(N3CCC(O)(c4ccc(Br)cc4)CC3)C2=O)cc1 (centres undefined)
 : /	-2.6	-9.6	/
> Cc1cc(C)c(COCc2cc(/C=N/O)c(C)cc2C)cc1/C=N/O
 : 17.6	17.6	12.7	18.8
> CC(=O)C1=C(O)C(=O)N(c2ccc(Br)cn2)C1c1ccccc1F (centres undefined)
 : /	0.0	-4.1	22.6
> O=C(CSc1ncnc2nc[nH]c12)N1CCOCC1
 : 6.8	6.8	-1.9	23.0
> CC(=O)c1cc(C#N)c(SCc2ccccc2)nc1C
 : 13.5	13.5	18.9	-18.1
> COc1ccc(NC(=O)CCc2nc(-c3ccc(C)cc3)no2)c(OC)c1
 : -27.3	-27.3	-33.1	-45.4
> CC(=O)c1c(N)nc2n(c1=O)CCCCC2
 : 10.0	10.0	-0.4	28.9
> COc1ccc(COCC(O)CN2CC(C)OC(C)C2)cc1OC (centres undefined)
 : 9.7	9.7	6.8	14.7
> CC(C)=C(NC(=O)c1ccccc1)C(=O)NCCCC(=O)O
 : -9.1	-9.1	-1.6	-8.9
> CC1CCN(C(=O)CCc2ccc(S(=O)(=O)NC(C)(C)C)cc2)CC1
 : 20.6	20.6	24.6	21.7
> CCCCOC(=O)C1CCC[C@@H](C)N1 (some centres undefined)
 : -4.8	-4.8	-6.7	-2.7
> CCn1c2ccccc2c2cc(C3N=C(N)Nc4nc5ccccc5n43)ccc21 (centres undefined)
 : -10.3	-10.3	1.9	28.6
> Cc1cc(NC(=O)c2cncc(Br)c2)no1
 : -20.0	-20.0	5.7	28.9
> Cn1nc(-c2ccc(C(=O)N3CCN(CCO)CC3)cc2)c2ccccc2c1=O
 : /	10.0	5.8	/
> CCOCc1nc(N)[nH]c(=O)c1Cc1ccc(OC(C)C)cc1
 : 6.2	6.2	16.6	8.8
> CC(C)OC(=O)C(CC(=O)O)N1CCOCC1 (centres undefined)
 : /	0.0	20.2	25.0
> CCOc1ccc(C(=O)NC2CCN(C(=O)N3CCCC3)CC2)cc1
 : -4.3	-4.3	-10.0	11.0
> CCCCCc1ccc(-c2ccc(C(=O)O)cc2)nc1
 : 21.1	21.1	30.6	20.9
> COC(=O)C(O)(CC(=O)Nc1ccc(OC(F)(F)F)cc1)C(F)(F)F (centres undefined)
 : 4.3	4.3	7.4	5.2
> Brc1ccc(-c2cn3c(n2)CCc2ccc4cccnc4c2-3)cc1
 : /	0.0	0.5	-14.8
> COc1ccc(NC(=O)c2cccnc2N2CCCC2)cc1
 : /	11.1	27.2	/
> CCOC(=O)c1sc2ncn(/N=C/c3cccnc3)c(=O)c2c1C
 : 10.3	10.3	4.4	19.5
> Cc1ccc(CNc2oc(C)nc2C#N)cc1
 : 4.8	4.8	-10.8	-40.2
> Cc1ccc(C(=O)Nc2nc(C(C)(C)C)cs2)s1
 : /	19.6	12.5	/
> Cc1ccccc1NC(=O)CSc1nc2ccccc2o1
 : 14.3	14.3	7.9	-4.4
> Cn1c(-c2ccc(F)cc2)cnc1NCc1ccc(F)cc1
 : -13.6	-13.6	9.2	20.0
> O=C(CCCn1c(=O)oc2ccccc21)Nc1cccnc1
 : -21.7	-21.7	-1.7	22.3
> O=[N+]([O-])c1ccc(Oc2ccc(F)cc2Br)c2ccncc12
 : 4.8	4.8	4.0	-49.5
> CCC(C)NC(=O)CCCCCn1c(=O)[nH]c2cc(OC)c(OC)cc2c1=O (centres undefined)
 : -9.6	-9.6	-13.3	-5.0
> CCCC1(C(=O)OCC)NC(c2ccc(N(C)C)cc2)C2C(=O)N(c3ccc4c(c3)OCCO4)C(=O)C21 (centres undefined)
 : /	/	/	-6.4
> O=C1CC(N2CCC(C(=O)N3CCCCC3)CC2)C(=O)N1 (centres undefined)
 : 9.4	9.4	3.5	40.8
> CCOCCCNCc1ccc(OC)cc1
 : 3.3	3.3	-1.5	-18.2
> CC1(C)C(=O)Nc2ccccc2N1C(=O)COC(=O)C12CC3CC(CC(O)(C3)C1)C2
 : -3.2	-3.2	-9.8	2.4
> Clc1ccc(-n2cccc2/C=N/n2cnnc2)cc1
 : 5.4	5.4	6.9	-11.4
> COc1ccc(C(=O)NCCn2ccc3ccccc32)cc1
 : 17.6	17.6	7.3	38.2
> Cc1nc2cc(C(=O)OCC(=O)NC3CCS(=O)(=O)C3)ccc2n1-c1ccccc1 (centres undefined)
 : /	11.6	23.1	/
> COc1ccc(C)cc1S(=O)(=O)N(CC(=O)O)c1ccc(F)cc1
 : /	0.0	4.0	-11.2
> Cc1cc(C)cc(N(CC(=O)NCc2ccco2)C(=O)CCC(=O)Nc2ccccn2)c1
 : -20.8	-20.8	-16.0	25.0
> O=C(/C=C/Nc1ccc(F)cc1)c1ccco1
 : -6.7	-6.7	12.9	-0.1
> CCOc1c(Cl)cc(CNCC(C)C)cc1OC
 : /	10.0	26.1	/

Part of the list above, limited to Yeast tox, Yeast tox inhibition % and Yeast eIF2B.
smiles | Yeast tox | Yeast tox inhibition % | Yeast eIF2B
O=C1CC(N2CCC(C(=O)N3CCCCC3)CC2)C(=O)N1 (centres undefined) | 3.5 | 9.4 | 40.8
COc1ccc(C)cc1S(=O)(=O)N(CC(=O)O)c1ccc(F)cc1 | 4.0 | 0.0 | -11.2
Cc1cc(C)cc(N(CC(=O)NCc2ccco2)C(=O)CCC(=O)Nc2ccccn2)c1 | -16.0 | -20.8 | 25.0
CC1(C)C(=O)Nc2ccccc2N1C(=O)COC(=O)C12CC3CC(CC(O)(C3)C1)C2 | -9.8 | -3.2 | 2.4
O=C(/C=C/Nc1ccc(F)cc1)c1ccco1 | 12.9 | -6.7 | -0.1

(continued)
Value order: Yeast eIF2B mutant toxicity	Yeast tox inhibition %	Yeast tox	Yeast eIF2B
> C/C=C(\C)C(=O)OC1c2c(ccc3ccc(=O)oc23)OC(C)(C)C1OC(C)=O (centres undefined)
 : 3.9	3.9	2.1	-28.6
> O=C(Nc1ccc(Br)cc1)c1cccc(NC(=O)C2C3CC4OC(=O)C2C4C3)c1 (centres undefined)
 : 3.1	3.1	20.0	27.9
> Cc1ccc2nc(NCCCO)[nH]c2c1
 : -25.8	-25.8	18.0	10.6
> COc1ccccc1C1C2CCCCC2(O)CCN1CC(=O)Nc1ccccc1 (centres undefined)
 : -13.0	-13.0	-11.7	30.1
> Cn1c(=O)[nH]c(=O)c2c1nc(SCCN1CCOCC1)n2Cc1ccccc1
 : 47.4	47.4	9.1	27.6
> COc1ccc(C(CC(=O)NC(C)(C)C)n2cccc2)cc1 (centres undefined)
 : 13.6	13.6	0.9	25.0
> c1ccc(-c2cc(N3CCOCC3)nc3ccccc23)cc1
 : /	12.8	0.7	/
> COc1ccc(C(=O)CSc2nnc(C(CO)NC(=O)c3ccc(OC)cc3)n2C)cc1 (centres undefined)
 : /	/	/	30.8
> O=C(CCc1ccccc1)Nc1nncs1
 : -9.5	-9.5	49.6	15.1
> O=C1c2ccccc2-c2nc3ccccc3nc21
 : 24.3	24.3	18.9	10.5
> O=C(NCCCCCCNC(=O)NCc1ccco1)NCc1ccco1
 : 24.3	24.3	17.8	21.9
> COc1ccc(/C(O)=C2\C(=O)C(=O)N(CCN(C)C)C2c2cccc(OC)c2OC)cc1Cl (centres undefined)
 : 13.8	13.8	-11.3	-5.3
> COCCn1nnnc1CN1CCN(c2cccc(C(F)(F)F)c2)CC1
 : 11.1	11.1	24.4	17.2
> CC/C(O)=C(\C#N)c1nnc2n1CCCCC2
 : -20.0	-20.0	2.9	-8.4
> COc1ccc(C2SCC(=O)N2CC23CC4CC(CC(C4)C2)C3)cc1 (centres undefined)
 : 2.7	2.7	14.1	27.8
> O=C(CNS(=O)(=O)c1cccs1)N1CCc2ccccc2C1
 : 13.6	13.6	15.9	20.6
> c1ccc(-c2nc(NCCCN3CCOCC3)c3ccccc3n2)cc1
 : /	0.0	17.2	28.5
> CCOc1ccc(N(Cc2cc3cc(OC)ccc3[nH]c2=O)C(=O)C2CCCO2)cc1 (centres undefined)
 : 18.5	18.5	17.7	-1.7
> COc1cc(NS(C)(=O)=O)c(OC)cc1NC(=O)c1ccccc1
 : -8.7	-8.7	0.0	-42.2
> Cc1c(Cl)cccc1NC(=O)COc1ccc(S(=O)(=O)N2CCOCC2)cc1
 : /	5.1	-23.1	/
> COc1ccc(C2/C(=C(\O)c3ccc4c(c3)OCCO4)C(=O)C(=O)N2CCCN(C)C)cc1 (centres undefined)
 : 10.3	10.3	10.8	-8.6
> COCCn1c(-c2ccccc2)nc2oc3cc(OC)ccc3c(=O)c2c1=O
 : -22.2	-22.2	6.4	34.0
> Cc1nc2ccc(NC(=O)Cc3ccsc3)cc2s1
 : -26.2	-26.2	1.4	36.5
> O=C(CSc1nnc(-c2ccccn2)n1Cc1ccccc1)Nc1ccc2c(c1)OCO2
 : 18.5	18.5	-2.9	-2.0
> O=C(CN(c1ccc2c(c1)OCCO2)S(=O)(=O)c1ccccc1)Nc1ccc2c(c1)OCO2
 : -8.7	-8.7	-0.7	18.2
> COc1ccc(N2CCN(C(=O)c3ccc(OCC4CCCO4)cc3)CC2)cc1 (centres undefined)
 : -5.0	-5.0	-9.7	-18.1
> O=C(O)COc1ccc2c3c(c(=O)oc2c1)CCC3
 : -13.6	-13.6	-11.1	0.2
> CCCCCCC1CCC(C(=O)Nn2c(C)nc3ccccc3c2=O)CC1 (centres undefined)
 : /	0.0	-7.3	/
> CCN(CC)C(=O)COc1ccc2oc(C)c(C(=O)OC)c2c1
 : -11.5	-11.5	0.8	14.8
> O=C(NC1CCCCCC1)c1ccc(CN2CCOCC2)cc1
 : -19.1	-19.1	-3.5	23.0
> C=CCNC(=O)c1c(-c2c(F)cccc2Cl)noc1C
 : 15.4	15.4	28.8	8.3
> Cc1ccc2ccccc2c1COC(=O)c1nonc1N
 : 24.2	24.2	49.7	13.0
> CC1CCCCN1S(=O)(=O)c1ccc(S(=O)(=O)N2CCN(c3ccccc3)CC2)cc1 (centres undefined)
 : /	-1.1	-16.4	/
> CC(C)(O)C#Cc1ccc(C(=O)NCc2cccs2)s1
 : /	0.0	7.6	-28.6
> O=C(c1cc2nc(-c3ccco3)cc(C(F)(F)F)n2n1)N1CCCCCC1
 : -16.7	-16.7	23.9	12.1
> COc1ccc(C(=O)CSc2nnc(-c3ccco3)n2CC2CCCO2)cc1 (centres undefined)
 : /	/	/	17.6
> COc1ccc(C(=O)NCC(=O)n2nc(C)cc2C)cc1OC
 : /	/	/	4.7
> CCc1cc2c(cc(C(=O)O)n2C)s1
 : 3.7	3.7	19.1	32.4
> CC(C)C(=O)Nc1ccc(C(=O)NC2CCSC2=O)cc1 (centres undefined)
 : -9.1	-9.1	16.8	-5.3
> Cc1ccc(C(=O)O)cc1NC(=O)c1cccs1
 : 10.5	10.5	21.5	-38.2

Looked up one by one from above, 3 records:
Value order: Yeast eIF2B mutant toxicity	Yeast tox inhibition %	Yeast tox	Yeast eIF2B
> O=C(c1cc2nc(-c3ccco3)cc(C(F)(F)F)n2n1)N1CCCCCC1
 : -16.7	-16.7	23.9	12.1
> CC(C)(O)C#Cc1ccc(C(=O)NCc2cccs2)s1
 : /	0.0	7.6	-28.6
> COc1ccc(C(=O)NCC(=O)n2nc(C)cc2C)cc1OC
 : /	/	/	4.7

The listing continues.
Value order: Yeast eIF2B mutant toxicity	Yeast tox inhibition %	Yeast tox	Yeast eIF2B
> CC(=O)Nc1ccc(S(=O)(=O)N[C@H](C(=O)O)C(C)C)cc1
 : 10.5	10.5	11.9	14.3
> NC(=O)C1(N2CCCCC2)CCN(C2CC(=O)NC2=O)CC1 (centres undefined)
 : -10.0	-10.0	19.5	6.0
> COC(=O)c1sc(NC(=O)c2csc3c2CCCC3)nc1C
 : -4.3	-4.3	-26.6	17.0
> CCC(=O)Nc1nc(-c2ccccc2)ns1
 : 3.6	3.6	20.3	42.8
> CCOC(=O)CSc1ccc(-c2nc3cc(C)c(C)cc3[nH]2)cn1
 : -52.4	-52.4	-18.1	39.0
> Cn1c(=O)oc2cc(S(=O)(=O)Nc3cccc(C(=O)O)c3)ccc21
 : -11.9	-11.9	8.6	15.5
> N/C(=N\c1nc2c(c(=O)[nH]1)CCCC2)Nc1ccccc1Sc1ccccc1
 : /	12.5	10.4	/
> COCCn1nnnc1C(c1cc2ccc(OC)cc2[nH]c1=O)N1CCN(C2CCCCC2)CC1 (centres undefined)
 : -8.0	-8.0	18.8	15.0
> O=C(NCc1ccco1)c1ccccc1F
 : 18.9	18.9	11.8	22.2
> Cn1c(=O)c2nc(NCc3ccccc3)cnc2n(C)c1=O
 : 4.5	4.5	-16.2	30.9
> COC(=O)CNC(=O)c1cn(CC(C)C)c(=O)c2cc(OC)c(OC)cc12
 : -9.1	-9.1	5.6	23.0
> Cc1c(C(=O)NCCCN2CCCC2=O)oc2ccccc12
 : /	0.0	22.6	16.7
> COc1ccc(CSc2nncn2N)cc1Br
 : -8.0	-8.0	3.5	21.0
> c1ccc2[nH]c(CN3CCCCC3)nc2c1
 : /	2.6	19.2	/
> CCOC(=O)c1cc2nc(Nc3ccc(OC)cc3)sc2s1
 : /	/	/	26.5
